ABCB6 inh MLPCN: blocks the human ABCB6 transporter; Q9NP58; AID 602162; K562-ABCB6 porphyrin accumulation, flow cytometry, 1 h; hits give low values; fluorescence ratio to DMSO, % at 10 µM; hit rate 0.19% among 360,000;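 active = fluorescence ratio to DMSO below 75%, the collection mean minus 3 SD; inconclusive = too few cells collected in the well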;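 note: signal is porphyrin accumulated inside mitochondria; 100% equals median channel fluorescence of DMSO control wells; lower ratio means ABCB6 inhibition with less porphyrin fluorescence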
H9c2 protect: modulators protecting cardiomyocytes from myocardial damage | H9c2 cardiomyocytes, H2O2 injury protection, ATPLite, 2 h | hit rate 0.63% among 360,000 | protection from H2O2 cell death, % at 20 µM | AID 588492;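 active = compounds giving at least 50% protection of heart cells from peroxide-induced death in the single-dose screen, raw or plate-pattern-corrected value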;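 note: 0% = DMSO wells with peroxide and 100% = DMSO wells without peroxide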
PDI turbidity: PDI (human) enzyme inhibition | P07237 | PDI insulin aggregation turbidity, A650, 90 min | inhibition, % at 10 µM | hit rate 0.052% among 350,000 | AID 588391;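 active = mean inhibition across replicates of 30% or more, whatever share of single replicates reach that level; inconclusive = mean inhibition below 30% while every single replicate reaches 30%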;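 note: absorbance from insulin aggregation driven by PDI reduction with DTT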
m5-HT2A agonist: activates the mouse 5-HT2A serotonin receptor; CHO-K1 mHTR2A beta-arrestin complementation, luminescence; percent of 30 µM serotonin response; P35363; hit rate 0.66% among 360,000; activation, % at 7.6 µM; AID 624169;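 active = activation above a run cutoff, the mean activation of all tested compounds plus 3 SD, cut at about 14% in these data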;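 note: 0% = plate median of compound wells and 100% = 30 µM serotonin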
Target sequence (P35363 whole entry, looked up): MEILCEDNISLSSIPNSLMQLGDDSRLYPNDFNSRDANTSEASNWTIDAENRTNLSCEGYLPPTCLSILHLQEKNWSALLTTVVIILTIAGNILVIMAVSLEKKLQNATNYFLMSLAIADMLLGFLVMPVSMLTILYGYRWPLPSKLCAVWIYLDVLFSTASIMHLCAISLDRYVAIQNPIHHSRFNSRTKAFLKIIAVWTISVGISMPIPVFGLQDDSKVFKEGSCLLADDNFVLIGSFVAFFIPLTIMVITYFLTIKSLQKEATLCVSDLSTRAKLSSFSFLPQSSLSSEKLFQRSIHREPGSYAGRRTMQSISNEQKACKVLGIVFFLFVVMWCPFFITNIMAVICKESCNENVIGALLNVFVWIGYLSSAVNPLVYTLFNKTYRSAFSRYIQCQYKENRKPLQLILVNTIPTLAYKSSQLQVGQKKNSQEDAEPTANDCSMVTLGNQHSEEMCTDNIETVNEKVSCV
Glyco luc inh: blocks N-linked glycosylation in D54 reporter cells. D54 ERlucT glycosylation luciferase reporter, 24 h; percent of 100 nM tunicamycin response. hit rate 0.23% among 360,000. AID 588692. reporter increase, % at 12.5 µM;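 active = mean luciferase reporter signal, scaled so untreated is 0 and the glycosylation-blocking control 100, at or above a set limit in every replicate; inconclusive = mean reaches the limit but not every replicate does; inactive = mean below the limit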;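 note: luciferase carries N-glycosylation sites so blocking glycosylation raises the light; 0% = median of neutral control wells and 100% = median of 100 nM tunicamycin wells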
ABHD5-PLIN5 inh: blocks binding of human ABHD5 to perilipin-5; Split G. princeps luciferase complementation, luminescence, 4 h; Q00G26+Q8WTS1; hit rate 0.78% among 360,000; AID 602281; inhibition, % at 4 µM;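 active = inhibition above the mean inhibition across every tested compound plus 3 SD, cut at about 22% in these data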;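 note: 0% = DMSO only wells and the 100% control is not disclosed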
MC4R barr agon: activates human MC4R beta-arrestin recruitment. activation, % at 8.9 µM. P32245. U2OS MC4R beta-arrestin complementation, luminescence; percent of melanotan II response, DMSO zero. AID 540308. hit rate 0.98% among 360,000;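 active = activation above a per-plate cutoff, the mean activation of sample wells on that plate plus 3 SD, cut at about 8% in these data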
Target sequence (P32245 whole entry, looked up): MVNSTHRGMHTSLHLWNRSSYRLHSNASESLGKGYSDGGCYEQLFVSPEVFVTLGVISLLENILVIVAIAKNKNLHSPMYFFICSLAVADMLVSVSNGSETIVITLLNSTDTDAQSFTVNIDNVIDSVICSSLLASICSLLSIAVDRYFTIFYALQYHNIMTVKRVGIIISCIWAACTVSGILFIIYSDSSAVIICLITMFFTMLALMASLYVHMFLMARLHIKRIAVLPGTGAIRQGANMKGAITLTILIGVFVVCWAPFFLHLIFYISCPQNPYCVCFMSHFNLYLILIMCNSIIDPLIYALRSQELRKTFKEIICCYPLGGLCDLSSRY
MC4R antag cAMP: blocks human MC4R cAMP signaling | MC4R-expressing cells, MTII-stimulated cAMP, LANCE TR-FRET | hit rate 0.48% among 360,000 | P32245 | AID 540295 | inhibition, % at 6.5 µM;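 active = inhibition above its plate's cutoff, the mean of tested wells on that plate plus 3 SD, cut at about 29% in these data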;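 note: 0% = Melanotan II alone and 100% = Melanotan II plus saturating MCL0020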
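Assay system: U2OS-MC4R stable cell line; Also added: Melanotan II; Technique: Eu-cAMP/anti-cAMP TR-FRET, emission 671 nm; Times: 30-min compound, 1-h challenge, 1-h detection, room temperature.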
Granule exo inh: lytic granule exocytosis inhibition | TALL-104 LAMP-1 surface exposure, flow cytometry; cells stimulated with thapsigargin and PMA | hit rate 0.66% among 360,000 | AID 651702 | inhibition, % at 10 µM;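 active = inhibition above about 55%, limit read from the data; inconclusive = no clear call, values can overlap the other calls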
CaV13 FRET inh: Disruptors of the CACNA1D IQ motif to Ca2+-dependent inactivation inhibitor domain association, primary screening, Förster resonance energy transfer in intact living …; inhibition, % at 12.3 µM; hit rate 0.098% among 340,000; HEK cells, CFP/YFP FRET ICDI-IQ, plate reader, 10 min; percent FRET-ratio fall versus neutral wells;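 active = mean replicate inhibition of at least 30% and at least 1% of replicates passing that level; inconclusive = only one of the two criteria is met; inactive = neither criterion is met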;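 note: 0% = median of the neutral control wells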
* marks the source's active call; other numbers are inactive results; ? = inconclusive; nt = not tested or not shown.

Every second line gives: ABCB6 inh MLPCN | H9c2 protect | PDI turbidity | m5-HT2A agonist | Glyco luc inh | ABHD5-PLIN5 inh | MC4R barr agon | MC4R antag cAMP | Granule exo inh | CaV13 FRET inh
COc1ccc(/C=N/NC(=O)C(C)n2cnc3ccccc3c2=O)cc1OC (centres undefined)
→ 97 | 9 | 1 | 2 | 2 | 2 | -1.5 | -1 | 9 | -5
CCOC(=O)C1CCCN(CC(=O)N(C)c2c(N)n(Cc3ccccc3)c(=O)[nH]c2=O)C1 (centres undefined)
→ 92 | 1 | -1 | 0 | 1 | -4 | -1.7 | 7 | 13 | -6
Cn1ccsc1=NC(=O)c1ccc(OC(F)(F)F)cc1
→ 142 | -7 | 2 | -2 | 1 | 8 | 0.5 | 6 | -5 | -3
Cc1c(=O)n(OCc2ccccc2)c2ccccc2[n+]1[O-]
→ 102 | 4 | -3 | -3 | 1 | -3 | 1.2 | 0 | -1 | -3
Cc1cc(N2C(=O)C(O)=C(C(=O)c3ccc(C)o3)C2c2ccc(OCc3ccccc3)cc2)no1 (centres undefined)
→ 106 | 3 | 9 | 5 | 2 | -17 | -2.5 | 5 | 4 | -16
COc1cc(OC)cc(C(=O)NCc2ccc3c(c2)OCO3)c1
→ 98 | 2 | -27 | -4 | -1 | -8 | -0.8 | -4 | -1 | -4
CC(=O)O[C@H]1C[C@@H]2CC[C@@H]3[C@H](CC[C@@]4(C)[C@H]3C[C@H]([N+]3(C)CCCCC3)[C@@H]4OC(C)=O)[C@@]2(C)C[C@@H]1[N+]1(C)CCCCC1
→ 95 | -14 | -2 | 4 | 2 | 7 | -1.4 | 1 | -4 | -5
Cc1ccc(C)c(S(=O)(=O)Nc2ccc(S(=O)(=O)Nc3ncccn3)cc2)c1
→ 96 | 9 | 3 | -3 | 1 | -3 | -5.8 | -2 | 1 | -5
CCOc1ccccc1NC(=O)C1CCCCN1S(=O)(=O)c1ccc(F)cc1 (centres undefined)
→ 94 | -1 | -1 | -5 | -1 | -2 | -1.6 | 2 | -1 | -7
Cc1ccc(C(CC(=O)O)Nc2nc(N3CCCCC3)nc(N3CCCCC3)n2)cc1 (centres undefined)
→ 94 | -7 | -1 | -1 | -2 | -9 | -0.7 | 0 | 4 | nt
COc1ccc(CC(=O)NCc2nnc(SCc3ccc([N+](=O)[O-])cc3)n2C)cc1
→ 95 | 4 | 1 | 1 | 0 | 3 | 0.9 | 4 | -1 | -6
Cc1ccc(/C=C2/SC(=O)N(CC(=O)N3CCOCC3)C2=O)s1
→ 107 | -4 | -3 | 5 | 1 | 0 | -2.9 | -14 | ? | -3
CCOc1ccccc1N1CCN(CC(=O)Nc2ncc(C)s2)CC1
→ 96 | 2 | -3 | 2 | 1 | 5 | -1.2 | 4 | -6 | -5
CCCOC(=O)CCn1c(=S)oc2ccccc21
→ 86 | 3 | 9 | 0 | -2 | -1 | -1.4 | -6 | -2 | -5
COc1ccc([C@@H]2[C@H]3CN(C(C)=O)CC=C3C(C#N)=C(N)C2(C#N)C#N)c2ccccc12
→ 93 | 2 | 0 | -2 | 4 | 6 | -1.9 | 13 | 0 | -7

(more compounds)
Every second line gives: ABCB6 inh MLPCN | H9c2 protect | PDI turbidity | m5-HT2A agonist | Glyco luc inh | ABHD5-PLIN5 inh | MC4R barr agon | MC4R antag cAMP | Granule exo inh | CaV13 FRET inh
CC(C)=C1C2CCC1C1C(=O)N(c3ccc(C)c(C)c3)C(=O)C21 (centres undefined)
→ 95 | -4 | 9 | 2 | 1 | 4 | -0.9 | -3 | -4 | -3
CCOc1ccc(N2C(=O)CC(Cc3cc(C)cc(C)c3)C2=O)cc1 (centres undefined)
→ 103 | -4 | 10 | 4 | 1 | -4 | 1.4 | 2 | 0 | -3
CCCN(CC(=O)Nc1ccccc1C)C(=O)CCl
→ 95 | -2 | 9 | -1 | 0 | -4 | -2.1 | 0 | -4 | -2
CCOc1ccc(/C=N/Nc2cc(N3CCOCC3)ncn2)c(O)c1
→ 100 | 17 | -7 | 1 | -6 | -6 | 0.2 | -7 | 4 | -5
Cn1c(=O)c2c(nc(Oc3ccc(-c4ccccc4)cc3)n2C)n(C)c1=O
→ 100 | -12 | -6 | 0 | -4 | -4 | -0.4 | 8 | 2 | -8
Cc1cccc(NC(=O)NNC(=O)c2cc(-c3ccccc3Cl)nc3ccccc23)c1
→ 101 | -3 | 0 | -5 | 0 | -7 | -1.2 | 5 | 2 | nt
CCOc1ccc(N(CC(=O)NC2CCCCC2)C(=O)CNC(=O)c2cccs2)cc1
→ 80 | -3 | 7 | 5 | -4 | -3 | 1.2 | 9 | -4 | -2
Cc1ccc(CN(C(=O)c2ccc([N+](=O)[O-])cc2)C2CCS(=O)(=O)C2)o1 (centres undefined)
→ 103 | -4 | 21 | 2 | 3 | 2 | -2.0 | 5 | -2 | -14
Cc1cc2c(cc1S(=O)(=O)N1CCN(c3ccccc3)CC1)OCC(=O)N2
→ 101 | 1 | nt | -2 | 0 | -1 | 0.6 | -25 | -1 | -6
COc1ccc(N=C2S/C(=C\c3ccc(C)s3)C(=O)N2CC(C)C)cc1
→ 95 | -9 | -13 | 0 | -1 | 1 | 0.4 | 3 | -3 | -5
COc1ccc(OC)c(CN2C(=O)CSCC2(C)C(=O)NC(C)C)c1 (centres undefined)
→ nt | nt | nt | -1 | nt | 0 | nt | nt | 2 | -10
Cc1nc2sccn2c(=O)c1S(=O)(=O)NCC1CCN(Cc2ccc(Cl)cc2)CC1
→ 96 | 0 | -1 | -17 | -3 | 4 | -0.5 | 0 | -9 | -12
Nc1cc(N2CCCCCC2)c2nonc2c1[N+](=O)[O-]
→ 93 | -3 | 0 | 0 | 2 | 3 | -1.2 | 3 | 0 | -6
CCC(=O)Nc1ccc(-c2nnc(SCc3ccc(C(=O)Nc4nccs4)cc3)n2CC)cc1
→ 98 | 19 | -1 | 1 | 2 | 2 | -1.8 | 2 | -4 | -6
O=C(NCc1ccco1)C(c1cccnc1)N(C(=O)Cn1nnc2ccccc21)c1ccc(F)cc1 (centres undefined)
→ 97 | 14 | -9 | 3 | 3 | -1 | 2.1 | -3 | 3 | -2

(listing goes on)
Every second line gives: ABCB6 inh MLPCN | H9c2 protect | PDI turbidity | m5-HT2A agonist | Glyco luc inh | ABHD5-PLIN5 inh | MC4R barr agon | MC4R antag cAMP | Granule exo inh | CaV13 FRET inh
Cc1ccc(-c2cnc(SCC(=O)N3CCCc4ccccc43)n2C)cc1
→ 93 | -6 | -3 | -7 | 0 | 2 | 1.7 | 8 | -4 | nt
O=C(NCC1OCCCN1S(=O)(=O)c1cc(F)ccc1F)C(=O)NC1CCCC1 (centres undefined)
→ 98 | -2 | -1 | -6 | -1 | 7 | -2.1 | 5 | -1 | nt
CCS(=O)(=O)c1ccc2oc(SCC(=O)NCCc3ccccc3)nc2c1
→ 96 | -7 | 3 | 1 | -1 | -6 | 0.1 | 3 | 0 | -12
O=C(COc1cccnc1[N+](=O)[O-])Nc1cccc(S(=O)(=O)N2CCCCC2)c1
→ 103 | -4 | 5 | -1 | 4 | -8 | -0.5 | 12 | 3 | -15
CCN(C(=O)COC(=O)c1c(C)nn(-c2ccccc2)c1C)C1CCS(=O)(=O)C1 (centres undefined)
→ 92 | 7 | 19 | -2 | -2 | 4 | -2.7 | -3 | 0 | -4
Cc1[nH]c2ccccc2c1CCC(N)=O
→ 99 | -1 | 2 | -5 | 0 | 3 | 0.5 | 4 | 1 | -8
Cc1ccc(NC(=S)NCC2CCCO2)c(OC(F)F)c1 (centres undefined)
→ 110 | -2 | 0 | 1 | 1 | -3 | -0.4 | 11 | 5 | -8
Cc1ccc(CNC(=O)COC(=O)C2CC2)cc1
→ 100 | 5 | -3 | 5 | 1 | 3 | -1.2 | 2 | -2 | -2
CN(CCC#N)C(=O)COC(=O)c1ccc(Cl)c(S(=O)(=O)N(C)c2ccccc2)c1
→ 99 | 4 | -1 | 8 | -2 | 1 | -0.9 | 2 | 7 | -2
O=[N+]([O-])c1cc([N+](=O)[O-])c2cc(-c3cccnc3)[nH]c2c1
→ 103 | 5 | -1 | -2 | 8 | 1 | -3.4 | -10 | 4 | -20
COc1ccc(CN(C)CC(=O)c2c(N)n(Cc3ccccc3)c(=O)n(C)c2=O)c(OC)c1
→ 100 | -2 | 3 | -4 | -3 | 0 | -0.4 | 1 | 0 | -5
O=C(CN1C(=O)C2CC=CCC2C1=O)Nc1nnc(SCc2ccc(F)cc2)s1 (centres undefined)
→ 93 | -2 | 1 | 2 | 0 | 0 | 1.9 | 1 | -2 | -4
COc1ccc(C(=O)c2ccc(OC)c(OC)c2)cc1
→ 106 | 3 | -1 | 1 | -2 | -2 | -2.9 | 3 | -3 | -6
CNS(=O)(=O)c1cc(NC(C)=O)c(C)cc1C
→ 98 | -9 | 2 | 1 | -1 | 6 | 2.9 | 8 | 9 | -3
CSc1ccc(/C=N/N2CCN(C)CC2)cc1
→ 97 | 0 | 4 | -4 | -3 | -1 | -1.9 | 6 | 0 | 3
O=[N+]([O-])c1cccc(COc2ccccc2CO)c1
→ 103 | nt | nt | 0 | nt | -1 | nt | nt | -13 | -13
CC(=O)c1cc2c(=O)c3ccccc3oc2nc1C
→ 98 | 6 | 10 | 0 | 3 | 0 | -2.6 | 4 | -4 | nt

Reformatted: 7 of the compounds above.
mol,ABCB6 inh MLPCN,H9c2 protect,PDI turbidity,m5-HT2A agonist,Glyco luc inh,ABHD5-PLIN5 inh,MC4R barr agon,MC4R antag cAMP,Granule exo inh,CaV13 FRET inh
COc1ccc(CN(C)CC(=O)c2c(N)n(Cc3ccccc3)c(=O)n(C)c2=O)c(OC)c1,100,-2,3,-4,-3,0,-0.4,1,0,-5
O=C(CN1C(=O)C2CC=CCC2C1=O)Nc1nnc(SCc2ccc(F)cc2)s1 (centres undefined),93,-2,1,2,0,0,1.9,1,-2,-4
COc1ccc(C(=O)c2ccc(OC)c(OC)c2)cc1,106,3,-1,1,-2,-2,-2.9,3,-3,-6
CNS(=O)(=O)c1cc(NC(C)=O)c(C)cc1C,98,-9,2,1,-1,6,2.9,8,9,-3
CSc1ccc(/C=N/N2CCN(C)CC2)cc1,97,0,4,-4,-3,-1,-1.9,6,0,3
O=[N+]([O-])c1cccc(COc2ccccc2CO)c1,103,nt,nt,0,nt,-1,nt,nt,-13,-13
CC(=O)c1cc2c(=O)c3ccccc3oc2nc1C,98,6,10,0,3,0,-2.6,4,-4,nt

Screening data as filed in PubChem BioAssay.
